Screening data: PubChem, several laboratories
RGS4-Gao reg – modulators of RGS4 binding to Galphao, primary screen, biochemical, multiplexed bead flow cytometry | 0.33% of 220,000 active | Guanine nucleotide-binding protein G(o) subunit alpha (Homo sapiens), P09471 | binding response (% of control), % at 10 µM | actives lie on both sides | AID 1415, 2008; in the data active = binding response below about 49% or above about 150%; inactive = in between;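 note: fluorescent Galphao activated with aluminum fluoride binding bead-coupled RGS4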
Bcl-2 Bim block – inhibitors of Bim-Bcl-2 binding, primary screen, biochemical, multiplexed, human Bcl-2 family. Apoptosis regulator Bcl-2 (Homo sapiens), P10415. Bead-based flow cytometry, Bim peptide-Bcl-2 binding. inhibition, % at 10 µM. 0.06% of 190,000 active. AID 950, 2007; in the data active = inhibition above about 40%; inconclusive = no clear call, values can overlap the other calls;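 note: 0% = no compound wells with probe peptide and 100% = reference peptide inhibitor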
Target sequence (P10415 whole entry, looked up): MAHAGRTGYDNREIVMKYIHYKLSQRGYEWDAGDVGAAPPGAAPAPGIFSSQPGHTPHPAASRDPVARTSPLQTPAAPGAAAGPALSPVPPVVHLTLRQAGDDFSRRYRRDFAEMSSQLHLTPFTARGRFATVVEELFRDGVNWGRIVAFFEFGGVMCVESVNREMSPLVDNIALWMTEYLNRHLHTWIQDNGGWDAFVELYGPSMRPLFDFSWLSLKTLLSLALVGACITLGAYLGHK
Mcl1 Bid PPI – Mcl-1/Bid binding inhibitors, primary screen, biochemical, TR-FRET, 1536-well | AID 1021, 2008 | inhibition, % at 21.7 µM | TR-FRET Mcl-1/Bid-Dy647 peptide binding | 0.97% of 220,000 active;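 active = compounds that cut the binding signal by more than half at the single screening dose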;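 note: His-tagged Mcl-1 with europium anti-His antibody binding Bid BH3 peptide; 0% = Mcl-1 plus peptide wells and 100% = peptide-only wells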
Target sequence (Q07820 whole entry, looked up): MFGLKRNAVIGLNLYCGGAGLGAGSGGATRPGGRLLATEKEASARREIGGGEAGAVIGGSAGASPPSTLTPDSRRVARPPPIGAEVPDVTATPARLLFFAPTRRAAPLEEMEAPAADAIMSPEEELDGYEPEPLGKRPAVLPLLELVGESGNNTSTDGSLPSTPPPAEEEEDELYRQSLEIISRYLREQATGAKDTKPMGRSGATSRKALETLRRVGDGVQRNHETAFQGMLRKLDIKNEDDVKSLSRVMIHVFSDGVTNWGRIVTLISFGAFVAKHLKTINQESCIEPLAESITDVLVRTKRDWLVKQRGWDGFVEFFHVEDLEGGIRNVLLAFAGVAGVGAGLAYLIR
Bim-Bcl-W – inhibitors of Bim binding to Bcl-W, primary screen, biochemical, multiplexed, bead-based flow cytometry; Bcl-2-like protein 2 (Homo sapiens), Q92843; Bim peptide-Bcl-W binding; inhibition, % at 10 µM; 0.02% of 190,000 active;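 note: 0% = bound tracer without compound and 100% = peptide blocker; higher means less fluorescent Bim peptide bound to Bcl-W beads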
GSH fluor – compound fluorescence on glutathione beads, profiling panel, artefact control, biophysical, 488/530 nm, flow cytometry. GSH beads flow cytometry, compound fluorescence 488/530 nm; hits give high values. fluorescence (KMESF) at 10 µM. 0.25% of 190,000 active; in the data active = fluorescence above about 89;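 note: glutathione beads carrying GST-tagged Bcl family fusion proteins plus one bare bead set; values are compound well signal with DMSO vehicle wells as background; inactives centre near 16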
RGS8-Gao – RGS8-Galphao binding modulators, primary screen, biochemical, multiplexed bead flow cytometry; actives lie on both sides; AID 1423, 2008; 0.34% of 220,000 active; Guanine nucleotide-binding protein G(o) subunit alpha (Homo sapiens), P09471; response (percent of control binding), % at 10 µM; in the data active = response below about 60% or above about 140%; inactive = in between;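 note: Galphao activated as the GDP aluminium fluoride complex binding bead-coupled RGS8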
Bfl-1 Bim block – inhibitors of Bim binding to Bfl-1, primary screen, biochemical, multiplexed, bead-based flow cytometry | 0.12% of 190,000 active | Bim-Bfl-1 binding inhibition | inhibition, % at 10 µM | Bcl-2-related protein A1 (Homo sapiens), Q16548;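 note: 0% = wells without compound plus tracer and 100% = blocker peptide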
Bcl-B Bim block – inhibitors of Bim-Bcl-B binding, primary screen, biochemical, multiplexed, human Bcl-2 family; Bcl-2-like protein 10 (Homo sapiens), Q9HD36; bead-based flow cytometry, Bim peptide-Bcl-B binding; inhibition, % at 10 µM; 0.073% of 190,000 active;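 note: 0% = tracer peptide without compound and 100% = reference inhibitor peptide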
Target sequence (Q9HD36 whole entry, looked up): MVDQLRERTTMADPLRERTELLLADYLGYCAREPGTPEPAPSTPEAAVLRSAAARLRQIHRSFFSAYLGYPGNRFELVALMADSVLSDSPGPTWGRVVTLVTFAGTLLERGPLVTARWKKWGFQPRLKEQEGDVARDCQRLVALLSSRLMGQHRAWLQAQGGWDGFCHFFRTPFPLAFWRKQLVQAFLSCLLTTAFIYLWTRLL
Bcl-XL Bim block – inhibitors of Bim-Bcl-XL binding, primary screen, biochemical, multiplexed, bead flow cytometry, human Bcl-XL; Bcl-2-like protein 1 (Homo sapiens), Q07817; Bim peptide-Bcl-XL binding, fluorescence; inhibition, % at 10 µM; 0.04% of 190,000 active; AID 1007, 2008
Target sequence (Q07817 whole entry, looked up): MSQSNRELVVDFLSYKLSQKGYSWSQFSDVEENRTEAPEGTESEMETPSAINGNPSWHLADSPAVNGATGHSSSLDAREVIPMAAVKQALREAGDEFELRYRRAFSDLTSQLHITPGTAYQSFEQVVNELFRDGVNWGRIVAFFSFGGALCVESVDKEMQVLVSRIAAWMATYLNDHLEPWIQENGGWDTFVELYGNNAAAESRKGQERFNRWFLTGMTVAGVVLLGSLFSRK
RGS7-Gao – RGS7-Galphao binding modulators, primary screen, biochemical, multiplexed bead flow cytometry. actives lie on both sides. binding response (% of control), % at 10 µM. Guanine nucleotide-binding protein G(o) subunit alpha (Homo sapiens), P09471. 0.35% of 220,000 active; in the data active = binding response below about 49% or above about 150%; inconclusive = no clear call, values can overlap the other calls; inactive = in between;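 note: fluorescent Galphao held in activated GDP-AlF4 state binding bead-coupled RGS7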
Bim-Mcl-1 – inhibitors of Bim peptide binding to Mcl-1, primary screen, biochemical, bead-based flow cytometry, multiplex | Bim peptide-Mcl-1 binding | inhibition, % at 10 µM | 0.1% of 190,000 active | AID 1009, 2008;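 note: 0% = no compound tracer wells and 100% = peptide blocker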
* hit, by the source's call; u = inconclusive; x = not tested or not shown. Cut-off read from the data, not from the text of the source, unless noted: active = inhibition above about 40%.

SMILES	RGS4-Gao reg	Bcl-2 Bim block	Mcl1 Bid PPI	Bim-Bcl-W	GSH fluor	RGS8-Gao	Bfl-1 Bim block	Bcl-B Bim block	Bcl-XL Bim block	RGS7-Gao	Bim-Mcl-1
COc1ccc(-c2cc(C(F)F)n3ncc(C(=O)Nc4ccc(C(=O)N5CCOCC5)cc4)c3n2)cc1	97	0	-34	2	19	97	0	0	4	100	4
C/C(=N\NC(=O)CSCc1ccc([N+](=O)[O-])cc1)c1ccccc1	98	-6	-8	-5	10	103	-3	-1	-5	96	-2
CN(C)/C=C1/N=C(c2ccccc2)OC1=O	102	0	6	1	15	104	1	0	2	105	2
CCOc1ccc(N/C=C/C(=O)c2ccc(OC)cc2)c([N+](=O)[O-])c1	96	-2	-32	5	6	97	-5	-3	3	93	3
COc1ccc(NC(=O)CSc2nnc(Cc3cccn3C)n2CCc2ccccc2)c(OC)c1	102	-8	-39	0	13	102	-9	-6	-3	101	0
O=C(NC1CCCCCC1)C1C2C=CC3(CN(Cc4cccnc4)C(=O)C13)O2 (stereo not drawn)	103	-2	-14	5	21	103	-4	-4	-1	108	0
CCOC(=O)c1nc(C)n(-c2cc(OC)c(Cl)cc2Cl)n1	102	0	-6	0	7	102	-5	0	-4	107	2
Cc1ccc(NC(=O)CN2CCc3ccccc3C2)cc1S(=O)(=O)N1CCOCC1	98	-3	-43	-1	9	98	-1	-4	-7	95	4
O=C(COC(=O)c1ccc([N+](=O)[O-])s1)Nc1ccc(Cl)cn1	100	0	12	-4	20	104	0	-4	-3	101	-5
CN1CCN(/N=C/c2ccc(-c3ccc([N+](=O)[O-])cc3)o2)CC1	103	-3	-53	3	22	108	0	-5	2	104	0
COCc1nc(-c2ccc(-c3ccccc3)nc2OC)no1	100	2	-8	-6	18	98	-3	-1	-6	97	-6
COc1ccc(N2C(=O)CC3(CCCC3)CC2=O)cc1	103	-3	-11	-2	13	105	-13	-5	-5	102	-1
CN(C1CCCCC1)S(=O)(=O)c1ccc2c(c1)c(=O)c(C(=O)N1CCc3ccccc3C1)cn2C	105	-11	10	-4	53	102	-14	-16	4	102	-7
O=C(c1cc2ncc(Br)cn2n1)N1CCOCC1	102	-2	3	-4	4	98	-5	-5	-6	100	-4
Cc1cc(C)cc(NC(=O)C2(c3ccccc3)CC2(Cl)Cl)c1 (stereo not drawn)	100	-1	-6	2	22	99	0	-4	0	98	7
Cc1ccc(S(=O)(=O)CC(N)=O)cc1	106	-7	1	0	53	104	-14	-8	0	108	-2
CCOC(=O)C1CCCN(Cc2nc(Cc3cccc(F)c3)no2)C1 (stereo not drawn)	94	-1	-26	-1	13	101	-4	-5	-1	106	-1
COc1ccc2c(c1)C(=O)/C(=C/C=C/c1ccccc1)CC2	97	10	5	7	28	96	7	-15	6	97	7
Cc1cccc(C)c1NC(=O)CCCSc1nnc(-c2ccco2)o1	107	-6	-57	-5	18	106	-7	-5	-1	106	-3
COc1ccc(NC(=S)NCCCN2CCCC2)cc1Cl	104	0	-60	-5	18	97	3	-6	-5	u	-3
CCOC(=O)c1c(-c2ccccc2Cl)cn2ccccc12	114	0	6	-4	25	101	1	-4	-1	110	-3
N/N=C1\CCCc2nonc21	108	-2	-25	0	25	107	-3	-5	-1	109	-4
COc1ccccc1CNc1nc(S(=O)(=O)c2ccccc2)c(Cl)s1	99	-8	-11	-2	12	97	-20	-7	-6	96	-4
COc1cccc(C2C3=C(Nc4[nH]n(-c5ccccc5)c(=O)c42)c2ccccc2C3=O)c1 (stereo not drawn)	107	8	-41	-3	15	110	0	-1	-8	104	-5
COc1cc2c(cc1OC)CN(CC(=O)Nc1ccc(Cl)c(S(=O)(=O)N(C)C)c1)CC2	93	-2	-15	0	74	98	-3	0	-3	99	-2
O=C(NC1CCCCC1)N1CCCC(c2nc(-c3cccs3)no2)C1 (stereo not drawn)	100	-2	2	2	12	97	-10	-7	0	103	4
COCCC1CCCCN1Cc1cn(-c2ccccc2)nc1-c1ccc2c(c1)OCO2 (stereo not drawn)	107	-3	-23	0	10	105	-4	-3	-5	107	-1
Cc1cccc(C)c1NC(=O)COc1ccc2c(C)c(Cc3ccccc3)c(=O)oc2c1C	95	7	15	-4	10	102	2	-11	-5	96	-2
COc1ccc(Oc2c(Cl)cnn(-c3ccc(C)cc3)c2=O)cc1	100	-2	1	-4	16	99	0	-4	0	99	0
Cc1nn2c(=S)[nH]nc2[nH]c1=O	102	-2	-42	-1	24	103	-3	-13	-2	u	-4

Rewritten with values under each structure: entries from further up
Value order – RGS4-Gao reg | Bcl-2 Bim block | Mcl1 Bid PPI | Bim-Bcl-W | GSH fluor | RGS8-Gao | Bfl-1 Bim block | Bcl-B Bim block | Bcl-XL Bim block | RGS7-Gao | Bim-Mcl-1
> CCOC(=O)c1c(-c2ccccc2Cl)cn2ccccc12
→ 114 | 0 | 6 | -4 | 25 | 101 | 1 | -4 | -1 | 110 | -3
> Cc1cc(C)cc(NC(=O)C2(c3ccccc3)CC2(Cl)Cl)c1 (stereo not drawn)
→ 100 | -1 | -6 | 2 | 22 | 99 | 0 | -4 | 0 | 98 | 7
> Cc1ccc(S(=O)(=O)CC(N)=O)cc1
→ 106 | -7 | 1 | 0 | 53 | 104 | -14 | -8 | 0 | 108 | -2

Following part
SMILES	RGS4-Gao reg	Bcl-2 Bim block	Mcl1 Bid PPI	Bim-Bcl-W	GSH fluor	RGS8-Gao	Bfl-1 Bim block	Bcl-B Bim block	Bcl-XL Bim block	RGS7-Gao	Bim-Mcl-1
CCC(Oc1cc(Cl)ccc1Cl)C(=O)NN1C(=O)C2C3CCC(C3=C(C)C)C2C1=O (stereo not drawn)	88	-2	0	1	50	99	-5	0	-1	94	0
CCOCCCn1c(=S)[nH]c2cc(C(=O)N3CCC(C(N)=O)(N4CCCCC4)CC3)ccc2c1=O	99	0	-31	-1	21	99	-5	-5	0	99	-1
COc1ccc(CCNC(=O)CCCNC(=O)Cn2cnc3sc(C)c(C)c3c2=O)cc1OC	98	-2	-30	0	16	99	-4	-4	-2	u	-3
COC(=O)c1cc2occc2n1Cc1cccc(C)c1	100	0	-17	-2	15	100	4	0	0	97	0
O=S(=O)(Nc1nc2ccccc2[nH]1)c1ccccc1	98	-15	-4	-4	24	102	-16	-12	-8	97	-5
Cc1cc2ccccn2c1C(=O)c1ccc(S(=O)(=O)N(C)C)cc1	101	-2	-1	-3	16	101	-6	-5	-3	100	-1
NC(=O)c1cc(-c2ccccc2)nc(N2CCCCCC2)n1	98	-2	-9	-3	6	101	-4	-4	-3	102	-4
Cc1ccc(C(=O)NCC(=O)OCC(=O)NC(C)c2ccccc2)s1 (stereo not drawn)	101	0	-3	1	10	100	-7	1	1	u	2
COc1ccc(/C=N/NC(=O)c2nn(-c3ccccc3)c(=O)c3c(N)scc23)cc1	x	6	-36	3	13	x	26	-7	3	x	-1
COc1ccccc1OCCc1nnc(N)s1	100	2	-10	0	15	101	-11	0	1	100	4
O=C(CSc1ccc(Cl)cc1Cl)N1CCC(c2nc3ccccc3s2)CC1	96	1	18	3	30	100	1	0	0	95	0
COc1cc(C2CC(=O)N(CC(=O)NCC3CCCO3)c3ccccc3S2)cc(OC)c1OC (stereo not drawn)	99	0	-5	3	23	101	-5	-1	0	97	0
CCc1ccc(C(=O)NC(C(=O)NCC2CCCO2)C(C)C)cc1 (stereo not drawn)	101	-3	-42	-2	16	97	-4	-1	0	u	-2
Cc1cccc(CSc2ncnc3nc[nH]c23)c1	101	-6	-8	1	25	101	-10	-7	-4	100	0
CCOC(=O)c1oc2cc(C)cc(O)c2c(=O)c1-c1csc(C)n1	100	-3	-25	1	11	103	-8	-7	-3	100	1
COc1ccc(-c2csc(Nc3cccnc3)n2)cc1	101	1	-44	-2	11	101	0	2	-1	101	1
CC1CN(Cc2c(O)ccc3c(=O)c(-c4ccccc4)coc23)CC(C)O1 (stereo not drawn)	103	-1	-11	0	10	106	-5	-3	0	101	0
Cc1[nH]nc2c1C1(CCN(C(=O)OCc3ccccc3)CC1)C(C#N)=C(N)O2	102	-1	-31	8	11	102	-7	-3	-1	99	3
CCCCCNC(=O)CSC1=N/C(=C\c2ccc(Cl)c(Cl)c2)C(=O)N1CC	123	2	-12	-6	15	105	-1	-2	0	95	2
COc1cccc(-c2nnc(SCCC(=O)O)n2C)c1	110	-4	-2	0	17	102	-1	-2	1	107	-4
O=C(Nc1ccc(N2CCCCCC2)cc1)c1ccccc1Cl	109	-5	-60	1	21	105	5	-4	-4	105	-2
O=C(N/N=C1\CC(c2ccccc2)Oc2ccccc21)c1ccccn1 (stereo not drawn)	97	-6	-22	-4	26	97	-6	-3	-5	93	0
Cc1ccc2nc(Nc3nc(-c4ccccc4)cc(=O)[nH]3)nc(C)c2c1	98	-17	20	-3	35	101	-16	-11	-2	101	-9
Cc1nc2cc(Nc3nnc(-c4ccccc4)c4ccccc34)ccc2n1C	94	-3	-4	-4	11	99	-2	-4	-4	95	1
O=C(Cc1ccccc1)NCCc1cccc(Cl)c1	101	-5	-7	-1	21	99	0	-1	2	100	8
O=C(Nc1nnc(COc2ccc(Cl)cc2)s1)c1ccco1	94	-2	-30	-9	13	83	23	-43	-15	128	-10
Cc1cc(-c2cn3ccccc3n2)c(C)n1-c1ccccc1	103	1	-23	0	12	104	-5	-4	-3	104	0
COc1ccc(C2=Nc3ccccc3OC2)cc1	101	-8	-32	3	34	100	-10	-8	-2	99	2
CN(C)c1ccc(/C=N/NC(=O)CN(c2ccccc2Cl)S(C)(=O)=O)cc1Br	101	-7	-28	-3	22	103	-14	-9	-4	100	1
Cc1cccc(C(=O)NC(=S)N2CCN(c3ccc([N+](=O)[O-])cc3)CC2)c1	97	2	-58	0	4	101	2	-4	0	99	-1

Further structures follow.
SMILES	RGS4-Gao reg	Bcl-2 Bim block	Mcl1 Bid PPI	Bim-Bcl-W	GSH fluor	RGS8-Gao	Bfl-1 Bim block	Bcl-B Bim block	Bcl-XL Bim block	RGS7-Gao	Bim-Mcl-1
NC(=O)CSCc1cccc(Br)c1	106	-13	-8	-2	19	104	-14	-9	-6	104	-2
Cc1cc(Oc2cnn(C(C)(C)C)c(=O)c2Cl)cc(C(C)C)c1	98	3	-5	1	15	98	2	3	0	98	3
CCOC(=O)C(C)On1c(-c2ccc(Cl)cc2)nc2ccc([N+](=O)[O-])cc21 (stereo not drawn)	97	-3	32	0	42	98	-8	-7	6	99	3
COc1ccc(N2Cc3cccc(C(=O)O)c3C2=O)cc1	99	-6	-21	3	17	99	-9	-4	-3	89	0
CCC(CC)C(=O)c1c[nH]c(C(=O)NN)c1	101	1	-8	2	13	100	-4	-3	0	102	1
